# Source: PubChem BioAssay (several laboratories)
# MEKK3 PB1 HTS = MEKK3-MEK5 PB1 interaction, increase or decrease. bead-based flow cytometry, Alexa488-MEK5 binding to MEKK3; actives lie on both sides; 0 = blocked by unlabeled MEK5, 100 = vehicle. binding response (% of control), % at 10 µM. 290,000 compounds, 1.4% hits. Q99759;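 active means binding response more than 3 SD above or below the average of its plate-row segment, actives on both sides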;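 further: Alexa488 bead fluorescence after subtracting the streptavidin-only scavenger bead signal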
# Target sequence (Q99759 whole entry, looked up): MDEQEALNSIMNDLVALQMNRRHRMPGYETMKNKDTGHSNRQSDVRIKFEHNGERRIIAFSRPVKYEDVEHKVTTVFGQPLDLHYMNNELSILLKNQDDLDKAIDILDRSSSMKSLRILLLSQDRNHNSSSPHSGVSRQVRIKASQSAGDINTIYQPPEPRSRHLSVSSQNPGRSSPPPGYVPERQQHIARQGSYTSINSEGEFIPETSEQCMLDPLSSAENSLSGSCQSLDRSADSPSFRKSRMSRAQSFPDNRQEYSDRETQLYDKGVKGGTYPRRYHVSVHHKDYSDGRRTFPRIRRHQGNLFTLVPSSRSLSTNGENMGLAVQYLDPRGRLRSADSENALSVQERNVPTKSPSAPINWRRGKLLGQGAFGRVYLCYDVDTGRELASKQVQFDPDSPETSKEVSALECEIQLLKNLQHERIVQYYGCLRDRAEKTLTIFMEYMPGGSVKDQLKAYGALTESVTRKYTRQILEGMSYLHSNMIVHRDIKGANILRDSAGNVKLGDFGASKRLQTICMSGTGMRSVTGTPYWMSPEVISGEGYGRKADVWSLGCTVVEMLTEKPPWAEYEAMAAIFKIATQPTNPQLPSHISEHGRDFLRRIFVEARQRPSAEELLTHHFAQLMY
# GPR7 antag = blocks human GPR7 receptor signaling; P48145; GPR7-expressing cells, fluorescence antagonist assay; inhibition, % at 4.4 µM; 290,000 compounds, 1.1% hits; in the data active means inhibition above about 16%, passing the limit was not always enough;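 further: cells stimulated with the agonist NPW; 0% = agonist with vehicle and 100% = vehicle without agonist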
# Target sequence (P48145 whole entry, looked up): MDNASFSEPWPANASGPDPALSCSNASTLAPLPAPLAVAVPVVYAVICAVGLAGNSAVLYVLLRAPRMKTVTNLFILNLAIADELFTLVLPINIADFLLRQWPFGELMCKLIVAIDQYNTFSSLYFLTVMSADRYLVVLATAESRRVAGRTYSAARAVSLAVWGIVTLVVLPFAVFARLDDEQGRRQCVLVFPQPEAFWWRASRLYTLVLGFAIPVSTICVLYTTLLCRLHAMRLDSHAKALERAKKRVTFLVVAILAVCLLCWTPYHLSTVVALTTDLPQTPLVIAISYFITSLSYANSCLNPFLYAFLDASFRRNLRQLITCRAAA
# OXTR ag = agonists of human oxytocin receptor | P30559 | CHO-OTR cells, Fluo-8 calcium fluorescence; normalized: DMSO 0%, oxytocin 100% | activation, % at 3 µM | 320,000 compounds, 0.32% hits | AID 2435;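 active means activation above the mean of all tested compounds plus 3 SD, cutoff set per screening run, cut at about 20% in these data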;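 further: peak over basal fluorescence ratio from a 100 s FLIPR kinetic read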
# PHOSPHO1 block = PHOSPHO1 (human) inhibition. recombinant PHOSPHO1, absorbance phosphatase assay. inhibition, % at 13.3 µM. 290,000 compounds, 1.1% hits. AID 1565; in the data active means inhibition above about 60%
# MEKK2 WT-MEK5 = raises or lowers MEK5 binding to wildtype human MEKK2 PB1 domain; Q9Y2U5; bead flow cytometry, Alexa488-MEK5 binding to MEKK2 WT; actives lie on both sides; binding response (% of control), % at 10 µM; 290,000 compounds, 1.1% hits; in the data active means binding response below about 67% or above about 130%
# DNA FID counter = fluorescent intercalator displacement, NS3 helicase counter-screen; AID 1845; inhibition, % at 7.9 µM; DNA fluorescent intercalator displacement, fluorescence; 290,000 compounds, 0.17% hits; in the data active means inhibition above about 37%;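 further: 0% = vehicle and 100% = reference compound; higher means more ethidium bromide displaced from hairpin DNA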
# MEKK2 mut-MEK5 = signal of MEK5 binding to mutant human MEKK2 PB1 domain; bead flow cytometry, Alexa488-MEK5 binding to MEKK2 mutant; percent response, % at 10 µM; 290,000 compounds, 0.35% hits; AID 1530; in the data active means percent response above about 24%, passing the limit was not always enough; further: inactives centre near 1; some results filed as inactive read as strong as hits; reference of the scale not given here
# NALP1 yeast inh = NALP1 inhibition; S. cerevisiae NALP1/ASC/caspase-1 growth, X-gal OD620, 72 h; inhibition, % at 10 µM; 280,000 compounds, 0.61% hits; in the data active means inhibition mostly above about 24%, no sharp cut-off; inactive means mostly below about 32%; further: some compounds called inactive have numbers as strong as hits
# M18AAP inhibitor = blocks P. falciparum M18 aspartyl aminopeptidase; recombinant PfM18AAP, H-Glu-NHMec fluorogenic cleavage; inhibition, % at 7.35 µM; 290,000 compounds, 1.2% hits; AID 1822;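 active means inhibition above the campaign mean inhibition over all tested compounds plus 3 SD, cut at about 28% in these data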;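 further: 0% = plate median of test compound wells and 100% = 2 mM ZnCl2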
# The depositor's hits bear a star; . = no result given.
# Start of the data: the first three entries, ahead of the listing:
SMILES,MEKK3 PB1 HTS,GPR7 antag,OXTR ag,PHOSPHO1 block,MEKK2 WT-MEK5,DNA FID counter,MEKK2 mut-MEK5,NALP1 yeast inh,M18AAP inhibitor
O=C(NC1(C(F)(F)F)NC(=O)N(CCc2ccccc2)C1=O)C1CC1 (configuration not stated),92,-3,-0.8,3,94,3,-1,25,6
COc1cc(CC(=O)OCC(=O)NCC(C)C)cc(OC)c1OC,106,-13,0.0,44,102,-4,-4,28,4
O=C(Oc1ccc(F)cc1)N1CCOCC1,97,9,-0.5,20,100,-4,-5,1,0

# The whole of this part (from the top)
SMILES,MEKK3 PB1 HTS,GPR7 antag,OXTR ag,PHOSPHO1 block,MEKK2 WT-MEK5,DNA FID counter,MEKK2 mut-MEK5,NALP1 yeast inh,M18AAP inhibitor
O=C(NC1(C(F)(F)F)NC(=O)N(CCc2ccccc2)C1=O)C1CC1 (configuration not stated),92,-3,-0.8,3,94,3,-1,25,6
COc1cc(CC(=O)OCC(=O)NCC(C)C)cc(OC)c1OC,106,-13,0.0,44,102,-4,-4,28,4
O=C(Oc1ccc(F)cc1)N1CCOCC1,97,9,-0.5,20,100,-4,-5,1,0
CN(NC(N)=O)c1ncc(C(F)(F)F)cc1Cl,103,-2,1.0,-11,103,-1,2,17,-2
Cc1ccc2c(c1)N(CC(=O)NCCCN1CCCC1)C(=O)CO2,101,-8,0.9,35,102,-2,2,18,0
Cc1cc(/C=N/N2CCN(C)CC2)c(C)n1-c1ccccc1F,107,-1,0.2,28,106,5,2,-8,-2
O=C(O)c1cccc(-n2c(O)c(C=C3N=c4ccccc4=N3)sc2=S)c1,100,-18,-0.2,10,91,-8,6,-8,31*
Cc1cc(C)c(C#N)c(SC(F)F)n1,99,10,0.5,23,102,-1,-3,-1,-3
Cc1cccc(C)c1NC(=O)COC(=O)c1cccc2c1C(=O)c1ccccc1C2=O,101,-5,-1.2,-11,92,7,-5,14,-3
O=C(CNS(=O)(=O)c1ccc(Br)cc1)N1CCOCC1,105,-14,1.0,12,97,-2,-1,4,3
CCc1cc2ccc(OC)cc2nc1SCC(=O)N1CCN(C(=O)c2ccco2)CC1,101,-12,-2.1,35,96,-39,2,.,-1
Cc1cc2nc(N)sc2cc1[N+](=O)[O-],92,-13,-0.2,18,94,2,-2,5,-9
CC(C)(C)OC(=O)CNC(=O)c1[nH]cnc1C(=O)NC(c1ccccc1)c1ccccc1,96,-13,-1.3,-24,97,-27,-14,9,-5
Oc1ccc(-c2cn3ccccc3n2)cc1O,100,-17,-1.1,36,99,5,3,9,70*
CCOC(=O)C1=C(C)N(C)C(=S)NC1c1c(OCC)ccc2ccccc12 (configuration not stated),108,2,-2.4,22,103,-13,0,9,-2
CC(=O)c1ccc(N2CCN(S(=O)(=O)c3ccc(-c4cnc(C5CC5)o4)cc3)CC2)cc1,98,0,1.0,41,97,-12,-5,21,1
COc1ccc(C(=O)N/C(=C\c2cn(C)c3ccccc23)C(=O)N2CCN(C)CC2)cc1OC,99,8,0.5,40,97,8,-1,5,2
O=C(NCCc1csc(-c2cccnc2)n1)c1ccco1,93,10,-0.7,13,102,-2,2,1,1
O=C(COC(=O)CCCN1C(=O)c2cccc3cccc(c23)C1=O)Nc1ccc(Cl)cc1,97,1,-1.1,-2,97,1,5,26,3
CC(=O)Nc1cc(C)nn1-c1nc2ccccc2s1,101,-1,-0.4,24,96,-16,-2,-5,1

# Another view of part of the listing above:
CCOC(=O)C1=C(C)N(C)C(=S)NC1c1c(OCC)ccc2ccccc12 (configuration not stated)
- MEKK3 PB1 HTS: 108
- GPR7 antag: 2
- OXTR ag: -2.4
- PHOSPHO1 block: 22
- MEKK2 WT-MEK5: 103
- DNA FID counter: -13
- MEKK2 mut-MEK5: 0
- NALP1 yeast inh: 9
- M18AAP inhibitor: -2

CC(=O)c1ccc(N2CCN(S(=O)(=O)c3ccc(-c4cnc(C5CC5)o4)cc3)CC2)cc1
- MEKK3 PB1 HTS: 98
- GPR7 antag: 0
- OXTR ag: 1.0
- PHOSPHO1 block: 41
- MEKK2 WT-MEK5: 97
- DNA FID counter: -12
- MEKK2 mut-MEK5: -5
- NALP1 yeast inh: 21
- M18AAP inhibitor: 1

COc1ccc(C(=O)N/C(=C\c2cn(C)c3ccccc23)C(=O)N2CCN(C)CC2)cc1OC
- MEKK3 PB1 HTS: 99
- GPR7 antag: 8
- OXTR ag: 0.5
- PHOSPHO1 block: 40
- MEKK2 WT-MEK5: 97
- DNA FID counter: 8
- MEKK2 mut-MEK5: -1
- NALP1 yeast inh: 5
- M18AAP inhibitor: 2

O=C(NCCc1csc(-c2cccnc2)n1)c1ccco1
- MEKK3 PB1 HTS: 93
- GPR7 antag: 10
- OXTR ag: -0.7
- PHOSPHO1 block: 13
- MEKK2 WT-MEK5: 102
- DNA FID counter: -2
- MEKK2 mut-MEK5: 2
- NALP1 yeast inh: 1
- M18AAP inhibitor: 1

# Later entries
SMILES,MEKK3 PB1 HTS,GPR7 antag,OXTR ag,PHOSPHO1 block,MEKK2 WT-MEK5,DNA FID counter,MEKK2 mut-MEK5,NALP1 yeast inh,M18AAP inhibitor
Cc1ccnc(NS(=O)(=O)c2ccc(NC(=O)Cc3c(F)cccc3Cl)cc2)n1,100,-16,0.3,39,102,-11,1,-20,2
COc1cc(/C=C/C(=O)OC(C)C(=O)Nc2c(C)n(C)n(-c3ccccc3)c2=O)ccc1OCC#N (configuration not stated),107,-6,-0.1,32,107,-19,1,-7,3
COc1ccc(N2CCN(C(=O)CSc3ccc([N+](=O)[O-])cc3)CC2)cc1,90,2,6.1,48,87,1,-3,-3,1
O=C(CN1CCN(c2ncc(C(F)(F)F)cc2Cl)CC1)NC(=O)NCc1ccccc1,101,-3,0.5,1,102,-2,1,-4,-15
Cc1ccc(S(=O)(=O)N2CCOC23CCN(C(=O)c2ccc(Cl)cc2Cl)CC3)cc1,104,0,2.5,18,101,-47,0,16,-15
CC(=O)c1c(C)n(-c2ccccc2Br)c2ccc(O)cc12,100,-3,.,26,104,-23,0,22,-10
COc1cnc(SC(C)C)[nH]c1=O,104,-12,4.1,48,102,4,5,7,-11
COc1ccc(C2CC(C(F)(F)F)n3nc(C(=O)NCc4cn(C)nc4C)c(Cl)c3N2)cc1 (configuration not stated),101,-14,6.0,-4,99,-34,2,16,-5
CC(C)[C@H](NC(=O)C1CCN(S(=O)(=O)c2ccccc2)CC1)C(=O)NCc1ccc(F)cc1,104,-20,2.7,37,108,-44,4,-4,3
CCSc1ncc(Cl)c(C(=O)Nc2ccc(S(N)(=O)=O)cc2)n1,107,5,-0.8,20,110,-2,4,-1,-10
COc1ccc(/C=C2/SC(=S)N(CCCC(=O)Nc3cccc(O)c3)C2=O)cc1,100,-6,6.5,-22,86,-13,-9,13,-3
COc1ccccc1NC(=O)N(Cc1ccco1)Cc1cc2cc(C)cc(C)c2[nH]c1=O,102,-1,-1.4,22,105,-21,4,16,13
Cc1nc(SCC(=O)NC(C)(C#N)C2CC2)c2c(-c3cccs3)csc2n1 (configuration not stated),94,-8,-1.8,-3,96,-22,-3,27,-2
C(=N/N1CCN(c2ccccc2)CC1)/c1cccs1,101,6,0.8,7,99,-3,4,41,0
CCC(C)NC(=O)Cn1c(=O)n(CCCCCC(=O)Nc2ccccc2)c(=O)c2sccc21 (configuration not stated),101,4,-2.5,-10,98,-19,-2,13,7
Cc1cc(C)c(NC(=O)CN2CCCCCC2)c(C)c1,102,-16,0.7,.,103,-4,3,14,-3
Cc1nn(Cc2ccc(Cl)cc2)c(=O)n1N(C)c1ncc(C(F)(F)F)cc1Cl,106,2,0.2,3,107,-19,6,0,12
Cc1ccc(-c2nc(NC(=O)CSc3nnc(C)s3)ns2)cc1,103,-14,0.4,22,101,-19,3,-22,1
CC(C(=O)N1CCN(C2c3ccccc3-c3ccccc32)CC1)N1C(=O)c2ccccc2C1=O (configuration not stated),97,-8,-1.2,8,103,-28,8,18,1
Cc1cccc(NC(=O)CSc2ccc(-c3ccccn3)nn2)c1C,82,-17,-0.9,-16,88,-8,-9,0,-1
CCc1nc2ccc(C(=O)N3CCN(c4cc(C)ccc4C)CC3)cc2nc1CC,101,-43,-2.7,10,96,-39,-1,12,-3
CCSc1nnc(NC(=O)c2cccc(S(=O)(=O)N(C)c3ccccc3)c2)s1,108,-2,2.6,-24,107,-7,0,42,-4
CCSc1ccccc1C(=O)N1CCN(c2ccc([N+](=O)[O-])cc2)CC1,80,16,2.0,6,79,-20,-6,6,11
Cc1ccccc1-c1nc(CS(=O)CC(=O)NC(C)CCc2ccccc2)c(C)o1 (configuration not stated),98,-3,0.7,-1,98,-54,0,6,-20
COC1CCN(C(=O)c2ccc(OC3CCN(Cc4ccccn4)CC3)cc2)CC1,94,-7,0.8,-24,105,-2,7,-13,6
O=C(Cn1nnc(-c2ccccc2F)n1)NCCc1ccccc1,97,10,1.7,-4,105,-4,0,-12,-9
CN(C)c1ccc(NC(=O)c2ccc3nc[nH]c3c2)cc1,96,6,0.1,22,97,-8,7,7,-1
C/C(CCC(=O)O)=N/Nc1ccc([N+](=O)[O-])cc1[N+](=O)[O-],94,-7,8.7,-1,91,3,-3,-16,8
CN1CCN(c2ccccc2NC(=O)COc2ccc(Cl)cc2)CC1,109,10,-0.1,41,115,5,13,14,4
COc1ccc2cc([C@H](C)C(=O)N(C)Cc3ccccc3N3CCCC3)ccc2c1,97,28*,-2.4,-3,102,-32,-5,20,-3
O=S(=O)(Nc1ccccn1)c1ccc(Oc2ccccc2)cc1,103,-4,3.8,6,99,-17,2,5,2
C=CCn1c(-c2ccc(S(=O)(=O)N3CCOCC3)cc2)csc1=Nc1ccccc1,100,-6,11,-1,101,-1,11,-4,-7
O=C(c1ccc(Cl)c(S(=O)(=O)N2CCCCC2)c1)N1CCCCCC1,104,18,2.9,20,102,-43,3,12,-5
CNC(=O)COC(=O)c1ccc2c(c1)S(=O)(=O)c1ccccc1C2=O,101,-11,-0.1,39,101,-1,3,-8,6
CCc1ccc(C(=O)/C=C/Nc2ccc(S(=O)(=O)Nc3onc(C)c3C)cc2)cc1,105,-12,-1.8,5,85,-14,2,6,-1
CN(C(=O)CSc1nnnn1-c1ccccc1)C1CCCCC1,93,-5,-1.0,5,99,-16,-3,7,5
CCOC(=O)c1c(NC(=O)c2ccc(N3C(=O)[C@@H]4[C@H](C3=O)[C@H]3C=C[C@@H]4C3)cc2)sc2c1CC(C)CC2 (some centres not stated),99,-6,0.6,-30,97,-8,1,12,0
CCOc1cc(C#N)c(NC(=O)c2cccnc2Cl)cc1OCC,102,-2,-1.7,3,99,2,0,15,3
Cc1ccc(C(=O)CSc2nnnn2Cc2ccccc2)cc1C,90,10,-0.6,28,86,-17,-17,.,-3
CC(CNC(=O)C1CCCCC1C(=O)O)c1ccccc1 (configuration not stated),99,-7,-0.2,11,100,0,-1,11,1
CCn1c(C(C)NC(=O)Cc2ccccc2)nc2ccccc21 (configuration not stated),101,-20,-0.3,18,99,-7,-1,1,2
